Tn6 DDE FP: inhibitors of Tn6 peptide binding to fibrin DD(E), primary screen, biochemical, fluorescence polarization, human fibrin, Tn6 probe | Fibrinogen beta chain (Homo sapiens), P02675 | Fibrin DD(E) TRITC-Tn6 fluorescence polarization displacement | inhibition, % at 8.3 µM | actives 0.21% (n = 370,000) | AID 720509, 2013;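 active = inhibition above a per-campaign cutoff: mean of compounds within control limits plus 3 SD, cut at about 15% in these data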;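 note: 0% = median of all compound wells on the plate and 100% = blocking peptide control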
PLC-gamma1 inh: PLC-gamma1 enzyme inhibitors, primary screen, biochemical, fluorescence, purified enzyme; 1-phosphatidylinositol 4,5-bisphosphate phosphodiesterase gamma-1 (Homo sapiens), P19174; fluorogenic substrate; inhibition, % at 12.2 µM; actives 0.84% (n = 370,000); AID 720700, 2013; in the data active = inhibition above about 9.5%
LEDGF integ inh: blockers of LEDGF/p75-dependent integrase strand transfer – biochemical, TR-FRET, high throughput, primary screen; TR-FRET IN-LEDGF/p75 DNA integration, Eu/Cy5; actives 0.64% (n = 370,000); HIV-1 integrase (with human LEDGF/p75); inhibition, % at 3.7 µM;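 active = inhibition above the screen-wide mean plus 3 SD, cut at about 13% in these data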;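 note: signal is the Cy5 over europium emission ratio at 671 and 618 nm; 0% = plate median of compound wells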
ADAM17 inh: ADAM17 inhibitors, primary screen, biochemical, QFRET; Disintegrin and metalloproteinase domain-containing protein 17 (Homo sapiens), P78536; inhibition, % at 6.95 µM; AID 720648, 2013; actives 0.83% (n = 370,000); recombinant ADAM17, EDANS/DABCYL FRET peptide cleavage;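 active = inhibition above the mean of compounds lying between control limits plus 3 SD, set per campaign, cut at about 8.5% in these data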;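 note: 0% = DMSO-only wells as the low control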
Target sequence (P78536 215-824 limits assumed): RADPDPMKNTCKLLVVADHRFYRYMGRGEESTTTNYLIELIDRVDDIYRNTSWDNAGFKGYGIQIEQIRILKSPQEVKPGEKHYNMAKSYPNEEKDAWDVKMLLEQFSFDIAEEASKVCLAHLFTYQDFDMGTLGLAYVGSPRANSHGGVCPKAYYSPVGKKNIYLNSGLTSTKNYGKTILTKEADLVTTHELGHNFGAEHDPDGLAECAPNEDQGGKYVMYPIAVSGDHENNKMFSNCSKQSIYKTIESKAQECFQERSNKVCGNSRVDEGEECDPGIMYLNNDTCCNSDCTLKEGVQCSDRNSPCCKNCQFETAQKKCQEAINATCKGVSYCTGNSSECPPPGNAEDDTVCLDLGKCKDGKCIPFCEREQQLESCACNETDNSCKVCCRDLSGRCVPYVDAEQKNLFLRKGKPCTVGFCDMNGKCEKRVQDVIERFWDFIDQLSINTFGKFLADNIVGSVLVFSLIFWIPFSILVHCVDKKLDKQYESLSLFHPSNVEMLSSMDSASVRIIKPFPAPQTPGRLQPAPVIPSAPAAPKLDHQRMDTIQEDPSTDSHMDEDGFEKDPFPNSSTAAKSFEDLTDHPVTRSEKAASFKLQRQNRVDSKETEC
proKLK7 act: proKLK7 zymogen activators, primary screen, biochemical, fluorescence intensity; activation, % at 7 µM; actives 0.9% (n = 370,000); purified proKLK7, EDANS-DABCYL substrate fluorescence; 100% is mature enzyme control, 0% vehicle; AID 652039, 2013;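 active = activation above the mean of all tested compounds plus 3 SD, computed per campaign excluding outliers beyond control limits, cut at about 13% in these data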
Target sequence (P49862 whole entry, looked up): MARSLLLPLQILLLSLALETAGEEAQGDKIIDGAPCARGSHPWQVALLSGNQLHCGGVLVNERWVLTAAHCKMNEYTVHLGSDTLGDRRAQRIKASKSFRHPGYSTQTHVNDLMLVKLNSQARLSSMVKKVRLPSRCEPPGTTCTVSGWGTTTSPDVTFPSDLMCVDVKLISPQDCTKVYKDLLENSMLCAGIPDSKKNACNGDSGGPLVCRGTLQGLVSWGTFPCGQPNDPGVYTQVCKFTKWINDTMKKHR
ADAM10 inh: human ADAM10 inhibitors, primary screen, biochemical, QFRET, HTS | actives 0.62% (n = 370,000) | Disintegrin and metalloproteinase domain-containing protein 10 (Homo sapiens), O14672 | recombinant ADAM10, EDANS/DABCYL FRET peptide cleavage, 3 h | AID 720582, 2013 | inhibition, % at 7 µM;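 active = inhibition above a per-campaign cutoff equal to the mean of compounds falling between control-based bounds plus 3 SD, cut at about 20% in these data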;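 note: 0% = DMSO wells while the 100% control is not disclosed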
TDP2 absorb: human TDP2 enzyme inhibitors, primary screen, biochemical, epi absorbance, recombinant enzyme | AID 720702, 2013 | actives 0.34% (n = 370,000) | T5PNP hydrolysis, p-nitrophenol absorbance 415 nm | Tyrosyl-DNA phosphodiesterase 2 (Homo sapiens), O95551 | inhibition, % at 12.8 µM;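 active = inhibition above the mean of all tested compounds plus 3 SD, set per campaign, cut at about 25% in these data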;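 note: 0% = DMSO with enzyme and 100% = buffer with substrate but no TDP2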
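test system = human TDP2 enzyme | input = TDP2 enzyme at 120 nM final | medium = 50 mM Tris-HCl pH 7.5 with Mg2+, KCl, DTT, BSA | also added = T5PNP substrate, 5 mM | times = 2 h at 37 °C | technique = epi absorbance | benchmarks = high control without enzyme, low control DMSO plus TDP2 | replication = each compound tested once, singlicate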
ARFGAP1 inhibitor: inhibitors of rat ARFGAP1 GAP activity, primary screen, biochemical, fluorescence polarization, GDP tracer; Arfgap1-stimulated ARF1 GTP hydrolysis, GDP FP detection; inhibition, % at 16.5 µM; actives 0.26% (n = 360,000); ADP-ribosylation factor GTPase-activating protein 1 (Rattus norvegicus), Q62848; AID 651572, 2012;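 active = inhibition above a per-plate limit, mean inhibition of low control wells plus 3 SD, cut at about 25% in these data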;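 note: 0% = DMSO wells with enzyme and 100% = wells lacking Arfgap1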
Target sequence (Q62848 1-136 limits assumed): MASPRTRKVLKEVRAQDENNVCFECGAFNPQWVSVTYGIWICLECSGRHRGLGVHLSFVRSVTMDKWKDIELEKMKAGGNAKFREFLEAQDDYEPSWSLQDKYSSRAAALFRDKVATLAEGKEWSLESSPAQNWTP
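Assay system: purified rat His6-Arfgap1 residues 1-136 (GAP domain); Reagent: human Δ17 ARF1 bound to GTP; Dosing: 16.5 µM single point, 1.26% DMSO; Times: GTP hydrolysis reaction 2 h at 25 °C; Signal: FP, GDP Alexa 633 tracer displaced from anti-GDP antibody, 620/688 nm; Measure: % inhibition from polarization.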
Tn7 DDE FP: inhibitors of Tn7 peptide binding to fibrin DD(E), primary screen, biochemical, fluorescence polarization, human fibrin, Tn7 probe; actives 0.13% (n = 370,000); AID 720508, 2013; inhibition, % at 8.3 µM; FP displacement of FITC-Tn7 peptide from fibrin DD(E); 0% = median of compound wells per plate; Fibrinogen beta chain (Homo sapiens), P02675;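 active = inhibition above the mean of compounds falling within the control limits plus 3 SD of them, cut at about 14% in these data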;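 note: 0% = plate median of compound wells and 100% = 10 µM Aha-Tn7 peptide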
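Assay system: Human fibrin DD(E) protein | Medium: Tris buffer with calcium and detergent, pH 7.8 | Reagent: 0.1 µM fluorescent Tn7 | Compound dosing: Single point at 8.3 µM | Times: 10 min preincubation, 3 h with tracer, room temperature | Detection: Fluorescence polarization of the labelled Tn7 tracer | Controls: Aha-Tn7 high control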
ASAP1 inh: inhibitors of human ASAP1 ArfGAP activity, primary screen, biochemical, fluorescence polarization. inhibition, % at 16.5 µM. AID 624377, 2012. ASAP1-stimulated ARF1 GTP hydrolysis, GDP FP detection. actives 0.19% (n = 360,000); in the data active = inhibition above about 25%;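 note: 0% = vehicle with enzyme and substrate and 100% = no enzyme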
An asterisk follows results filed as active; i = inactive.

SMILES	Tn6 DDE FP	PLC-gamma1 inh	LEDGF integ inh	ADAM17 inh	proKLK7 act	ADAM10 inh	TDP2 absorb	ARFGAP1 inhibitor	Tn7 DDE FP	ASAP1 inh
COc1cccc(NC(=O)CN(C)CC(=O)Nc2ccc(C)cc2Cl)c1	6	6	6	0	0.3	4	22	4	2	-6
COc1ccc(C(=O)N2CCN=C2SCc2cccnc2)c(OC)c1	1	0	1	-1	0.0	-5	1	2	3	8
O=C(O)C1=C[C@H](c2cccs2)C[C@H](OCc2ccc(CO)cc2)O1	4	-6	0	-6	-0.5	-4	12	6	-3	9
COc1ccc(CCN=C(N)NS(=O)(=O)c2cccs2)cc1	8	-2	-2	-1	0.0	1	0	5	3	-2
O=C(Cc1ccccc1[N+](=O)[O-])NC1CCN(Cc2ccccc2)CC1	-9	1	0	1	0.2	1	6	-2	0	-14
CC(NC(=O)C1CCN(S(=O)(=O)c2cccc3nonc23)CC1)c1ccccc1 (stereo not drawn)	0	2	-3	0	0.4	2	8	0	-3	5
CC(C)CC(NC(=O)C1CCC(C)CC1)C(=O)Nc1ccccc1F (stereo not drawn)	-5	1	-2	-3	0.0	7	-10	-12	4	6
Cc1ccc(C(=O)NCc2cccnc2)o1	-1	-5	2	-1	0.1	-4	3	-5	2	6
COc1ccc(C(=O)O/N=C(\C)c2nccs2)cc1	0	5	0	0	0.4	-1	-5	-1	-1	-3
CCCCN(C)CCCNC(=O)CN1N=C(c2ccc(Cl)cc2)CCC1=O	-1	2	0	-2	-0.2	-8	2	-1	-7	-8
COCCCNC(=O)C[C@@H]1C[C@@]2(C(=O)OC)CC(C)(C)CC=C2N(CCc2ccc(OC)c(OC)c2)C1=O	5	5	5	-3	0.2	-2	1	-7	-9	4
Brc1ccc(-c2nnc3c4ccccc4nc(N4CCOCC4)n23)cc1	6	-3	-3	-6	0.2	-5	5	-3	11	-2
COc1ccc(NC(=O)CSc2cccc3cccnc23)c(OC)c1	-5	2	1	-1	0.3	4	-4	1	-5	-4
COc1ccc(S(=O)(=O)N2CCOC23CCN(S(=O)(=O)c2ccc([N+](=O)[O-])cc2)CC3)cc1	-3	3	4	1	0.2	6	-5	8	-1	-5
Nc1nc(Nc2ccccc2)nc(NCc2ccccc2)c1[N+](=O)[O-]	-2	2	-2	2	0.3	16	4	11	3	7
CCC(=O)N(CCC1(C(C)C)CCOC(C)(C)C1)C(C)c1cccs1 (stereo not drawn)	4	-2	-2	-4	-0.3	-2	12	2	-5	2
Cc1oc(-c2ccccc2F)nc1CS(=O)(=O)CC(=O)N1CCOCC1	4	0	-3	-2	0.7	-7	6	-10	-2	-1
O=C(OCC(=O)N1CCOCC1)c1ccc(O)cc1	-2	-3	-4	-1	0.1	0	10	19	-3	-13
COc1ccccc1CNC(=O)C(=O)NCC1OCCCN1S(=O)(=O)c1cccs1 (stereo not drawn)	0	-1	-4	-5	0.0	-6	-11	15	4	0
CC(C)COc1ccc(C(=O)OCCN2CCCCC2)cc1	11	1	-1	-6	0.2	-9	4	-9	3	2
COc1cc(/C=N/NC(=O)c2ccc3ccccc3c2)ccc1Oc1ccc([N+](=O)[O-])cn1	0	4	0	2	-1.3	9	-2	11	-5	9
CC(C)n1nnnc1-c1cc(Cl)cc(Cl)c1	-4	0	-7	1	0.1	-8	-12	4	1	9
O=[N+]([O-])c1ccc(OS(=O)(=O)Cc2ccccc2)cc1	-4	4	-3	-2	0.3	-4	8	-14	5	-1
CCc1ccc(C(=O)NNC(=O)CCc2nc3ccccc3c(=O)[nH]2)cc1	8	-10	2	-2	-0.1	-4	15	3	10	3
O=C(O)c1ccc(Br)cn1	-2	2	-1	0	-0.2	5	-4	3	-3	-2
CC(CNS(=O)(=O)c1ccccc1)Sc1ncccn1 (stereo not drawn)	-11	2	8	2	0.4	10	-4	3	1	-11
CCOC(=O)c1c(NC(=O)CSc2n[nH]c(-c3ccco3)n2)sc(C)c1C	-4	-4	2	4	0.2	22*	-2	7	0	1
COC(=O)c1ccc(C2C3=C(Nc4nnnn42)c2ccccc2OC3)cc1 (stereo not drawn)	-9	-404	-2	-153	30*	i	0	14	-2	-3
C=CCn1c(O)c(N=NC(=O)C(O)c2ccccc2)c2ccccc21 (stereo not drawn)	0	7	-2	3	0.4	11	-14	-2	11	2
O=C(CCC1CCCN(C(=O)C2=CCCCC2)C1)N1CCN(c2ccccn2)CC1 (stereo not drawn)	3	0	-1	0	-0.3	-25	-7	4	-3	-6

Arranged by length of the SMILES (low to high): 7 of the compounds above
SMILES	Tn6 DDE FP	PLC-gamma1 inh	LEDGF integ inh	ADAM17 inh	proKLK7 act	ADAM10 inh	TDP2 absorb	ARFGAP1 inhibitor	Tn7 DDE FP	ASAP1 inh
O=C(OCC(=O)N1CCOCC1)c1ccc(O)cc1	-2	-3	-4	-1	0.1	0	10	19	-3	-13
C=CCn1c(O)c(N=NC(=O)C(O)c2ccccc2)c2ccccc21 (stereo not drawn)	0	7	-2	3	0.4	11	-14	-2	11	2
COC(=O)c1ccc(C2C3=C(Nc4nnnn42)c2ccccc2OC3)cc1 (stereo not drawn)	-9	-404	-2	-153	30*	i	0	14	-2	-3
CCc1ccc(C(=O)NNC(=O)CCc2nc3ccccc3c(=O)[nH]2)cc1	8	-10	2	-2	-0.1	-4	15	3	10	3
COc1ccccc1CNC(=O)C(=O)NCC1OCCCN1S(=O)(=O)c1cccs1 (stereo not drawn)	0	-1	-4	-5	0.0	-6	-11	15	4	0
O=C(CCC1CCCN(C(=O)C2=CCCCC2)C1)N1CCN(c2ccccn2)CC1 (stereo not drawn)	3	0	-1	0	-0.3	-25	-7	4	-3	-6
COc1cc(/C=N/NC(=O)c2ccc3ccccc3c2)ccc1Oc1ccc([N+](=O)[O-])cn1	0	4	0	2	-1.3	9	-2	11	-5	9

Structures listed above marked active in proKLK7 act.
SMILES	Tn6 DDE FP	PLC-gamma1 inh	LEDGF integ inh	ADAM17 inh	proKLK7 act	ADAM10 inh	TDP2 absorb	ARFGAP1 inhibitor	Tn7 DDE FP	ASAP1 inh
COC(=O)c1ccc(C2C3=C(Nc4nnnn42)c2ccccc2OC3)cc1 (stereo not drawn)	-9	-404	-2	-153	30*	i	0	14	-2	-3

(continued)
SMILES	Tn6 DDE FP	PLC-gamma1 inh	LEDGF integ inh	ADAM17 inh	proKLK7 act	ADAM10 inh	TDP2 absorb	ARFGAP1 inhibitor	Tn7 DDE FP	ASAP1 inh
O=C(CSc1nnc(-c2cccnc2)n1Cc1ccco1)c1ccc(Cl)cc1	3	3	4	-1	-0.1	-2	-8	8	-4	-2
COc1ccc(N/N=C(\C#N)C(=N)SCc2ccccc2)cc1	-6	9.6*	7	4	0.2	8	-24	5	0	26*
CC(=O)NC1(c2ccc(F)cc2)CCN(C(=O)c2c(F)cccc2F)CC1	1	3	-3	-6	0.0	0	7	-1	4	7
C[C@]12c3[nH]c4cc(-c5ccco5)ccc4c3CCN1C(=O)[C@@H](CC(=O)NCCN1CCOCC1)C[C@@H]2C(=O)N1CCCCC1	2	-240	0	-95	134*	-371	-4	6	-3	6
COc1ccc(NC(=O)c2onc(C)c2Cl)cc1	6	1	3	2	0.7	1	-16	7	-6	-6
CN(c1ccc(OCC(=O)O)cc1)S(=O)(=O)c1ccc2ccccc2c1	11	3	-1	1	0.2	-4	10	-5	1	-3
CC(C)[C@H](NC(=O)[C@H](C)NC(=O)OC(C)(C)C)C(=O)N1CCC2CCN(Cc3ccccc3)CC21 (stereo partly drawn)	-6	-3	-4	-7	-0.9	-18	3	16	0	10
COC(=O)c1ccn(C(=O)c2ccc(Cl)cc2)n1	-1	-153	-4	-253	3.0	i	10	5	1	0
NC(N)=N/N=C/c1ccc(OCc2ccc(Cl)cc2Cl)cc1	-2	2	-5	-2	0.0	-3	-1	4	-5	12
CCc1nc(N)c(C#N)c(-c2cccn2C)c1C	-3	-83	0	-2	0.2	-38	-3	7	-2	7
Cc1ccc(S(=O)(=O)NC(=O)C2(C)CCN2C(=O)c2c(C)noc2C)cc1 (stereo not drawn)	5	-1	-4	-3	0.3	-12	2	4	6	6
O=C(C1CCCN(S(=O)(=O)c2ccccc2)C1)N1CCN(c2ccccc2)CC1 (stereo not drawn)	4	4	0	0	-0.2	1	7	-4	4	-7
CCO/C=C/C(O)(CNC(=O)c1ccc(C(C)(C)C)cc1)C(F)(F)F (stereo not drawn)	-1	1	0	-1	-0.3	5	-7	11	1	-9
Cc1cc(OC(C)C(=O)NCc2cccnc2)c2c(C)cc(=O)oc2c1 (stereo not drawn)	-8	-153	3	-108	9.5	-333	11	9	-2	0
CCCN1CCN(CCCNC(=O)c2ccc3c(c2)NC(=O)c2ccccc2S3)CC1	-5	3	1	-1	-0.3	8	-3	-3	-3	3
c1ccc(-n2ncc3c(N4CCCC4)ncnc32)cc1	4	0	-2	-3	-0.4	-6	2	8	9	1
CC(Sc1ccccc1)C(=O)Nc1ccccc1C(=O)N1CCOCC1 (stereo not drawn)	5	1	1	-4	0.3	2	-8	6	2	0
COc1ccc(OC)c(NC(=O)C2C3C=CC(C3)C2C(=O)NCc2cccnc2)c1 (stereo not drawn)	-2	4	-2	1	1.0	-1	6	21	1	-10

Assay outcomes deposited in PubChem BioAssay by The Scripps Research Institute Molecular Screening Center.
